MmCpn inh = Inhibitors of TCP-1 ring complex (TRiC) of Methanococcus maripaludis (MmCpn): qHTS; Chaperonin Mm-Cpn (Methanococcus maripaludis); purified Mm-Cpn ATPase, ADP Transcreener TR-FRET; Potency, µM (top dose mostly 76.9 µM), for the others: at the highest dose activity, negative = inhibition, actives largely listed as inhibitors; hit rate 0.031% among 330,000; note: potency is the fitted concentration of half-maximal effect; % is set by controls: 0 for no effect and ±100 for the full control effect; nearly all actives have a fitted effect of over 80% in size
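Eu-cryptate anti-ADP/ADP-d2 competition gives a ratio inversely related to ADP. Enzyme at 25 nM was pre-exposed to compound for 10 min, then given 10 uM ATP for 30 min, 37°C throughout.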
Nrf2 block = Nrf2 qHTS screen for inhibitors; AID 504444, 2011; hit rate 2.1% among 360,000; A549 ARE-Fluc reporter, luciferase luminescence, 18-24 h; Potency, µM (series often up to 46 µM), inactives show top-dose activity change, negative = inhibition, hits mostly inhibitors; note: potency is the fitted concentration of half-maximal effect; % is set by controls: 0 for no effect and ±100 for the full control effect; nearly all actives have a fitted effect of over 60% in size
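Nrf2 activity is the BugLite luminescence, read 15 min after reagent at room temperature, following CellTiter-Fluor cytotoxicity readout (30 min, 37C). Compound titrations were applied for 18-24 h to 5000 A549 ARE_Fluc cells/well in 5% FBS OPTI-MEM.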
Akt phos inh = HTS Assay for Inhibitors of Akt Phophorylation: Primary Screen; Neuro2A IGF-stimulated pAkt S473 HTRF, 20 min; stronger effect = lower value; activity change, % for hits at 50 µM; hit rate 0.32% among 360,000; in the data active = activity change below about -80%; inconclusive = mostly about -51% to -80%; note: % is set by controls: 0 for no effect and ±100 for the full control effect
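Neuro2A cells in DMEM with 0.5% FBS, overnight at 37 deg C, given compound at single 50 µM final, then IGF (6 nM final) for 20 min at 37 deg C. Lysed; phospho-Akt Ser473 by HTRF after 24 h, 665/615 ratio.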
EPAC2 antagonist = qHTS for Antagonist of cAMP-regulated guanine nucleotide exchange factor 2 (EPAC2): primary screen | hit rate 0.18% among 360,000 | EPAC2 GEF exchange of Rap1B-BODIPY-GDP, fluorescence | Rap guanine nucleotide exchange factor 4 (Homo sapiens), Q8WZA2 | Potency, µM (series often up to 114 µM), without a hit: top-dose activity, negative = inhibition, hits mostly inhibitors; note: potency is the fitted concentration of half-maximal effect; % is set by controls: 0 for no effect and ±100 for the full control effect; nearly all actives have a fitted effect of over 45% in size; many of its hits are not listed in these tables
Target sequence (Q8WZA2 whole entry, looked up): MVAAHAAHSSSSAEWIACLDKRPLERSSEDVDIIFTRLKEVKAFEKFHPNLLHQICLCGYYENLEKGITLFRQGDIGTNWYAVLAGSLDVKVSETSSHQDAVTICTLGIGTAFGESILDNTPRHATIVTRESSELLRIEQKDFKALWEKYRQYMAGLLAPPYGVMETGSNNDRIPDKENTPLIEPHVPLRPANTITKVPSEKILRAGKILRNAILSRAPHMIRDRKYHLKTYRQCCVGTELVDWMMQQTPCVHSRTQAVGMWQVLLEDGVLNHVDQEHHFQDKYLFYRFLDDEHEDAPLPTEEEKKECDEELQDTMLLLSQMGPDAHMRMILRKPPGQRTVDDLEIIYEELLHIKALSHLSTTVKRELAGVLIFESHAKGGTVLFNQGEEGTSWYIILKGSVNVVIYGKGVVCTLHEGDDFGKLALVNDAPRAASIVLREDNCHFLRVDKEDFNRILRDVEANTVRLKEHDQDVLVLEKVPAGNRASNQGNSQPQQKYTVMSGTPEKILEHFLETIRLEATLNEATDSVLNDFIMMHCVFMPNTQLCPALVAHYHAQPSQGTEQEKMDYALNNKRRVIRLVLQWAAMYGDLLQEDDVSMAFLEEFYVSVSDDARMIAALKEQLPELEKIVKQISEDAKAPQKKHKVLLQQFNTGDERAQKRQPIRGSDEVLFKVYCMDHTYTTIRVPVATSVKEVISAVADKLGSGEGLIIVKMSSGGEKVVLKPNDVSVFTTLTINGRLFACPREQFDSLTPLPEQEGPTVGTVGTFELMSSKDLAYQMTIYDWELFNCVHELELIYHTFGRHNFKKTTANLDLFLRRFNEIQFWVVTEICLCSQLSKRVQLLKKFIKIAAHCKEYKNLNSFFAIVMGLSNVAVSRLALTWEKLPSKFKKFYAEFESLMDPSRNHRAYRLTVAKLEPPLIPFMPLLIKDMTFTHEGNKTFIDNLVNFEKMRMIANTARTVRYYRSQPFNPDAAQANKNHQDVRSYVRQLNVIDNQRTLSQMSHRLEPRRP
Nrf2 activator = qHTS of Nrf2 Activators; AREc32 ARE-luciferase reporter (MCF7-derived line), luminescence, 24 h; Potency, µM (top dose mostly 46.1 µM), inactives show top-dose activation, actives largely listed as activators; hit rate 0.31% among 410,000; AID 624171, 2012; note: potency is the fitted concentration of half-maximal effect; % of control where 0% means no effect; nearly all actives have a fitted effect of over 65% in size
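For detection, Steady-Glo was added and plates sat 30 min at RT; before that, AREc32_Fluc cells grown overnight in OPTI-MEM/5% FBS had been treated with 23 nL compound for 24 hr at 37 deg C.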
TGFb inhibitor = qHTS for Inhibitors of TGF-b; Potency, µM (titrated, usually from 46.1 µM), for inactives: at the top dose activity, negative = inhibition, most hits filed as inhibitors; hit rate 1.2% among 410,000; AID 588855, 2011; HepG2 CAGA-GFP TGF-b/SMAD3 reporter, GFP fluorescence, 18 h; TGF-beta stimulated, 500 pg/mL final; note: potency is the fitted concentration of half-maximal effect; % is set by controls: 0 for no effect and ±100 for the full control effect; nearly all actives have a fitted effect of over 65% in size
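First, reporter cells (HEPG2 CAGA-GFP) rested 2 h at 37 degrees C. Next, compounds were pinned in and TGF-beta added to 500 pg/mL final. After 18 h, GFP was imaged per cell and summed per well.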
EPAC2 agonist = qHTS for Agonist of cAMP-regulated guanine nucleotide exchange factor 4 (EPAC2): primary screen; Rap guanine nucleotide exchange factor 4 (Homo sapiens), Q8WZA2; EPAC2 activation, biochemical qHTS; response scale: 100% = 6.5 mM cAMP response; Potency, µM (highest dose often 154 µM), for the others: top-dose activation, actives largely listed as activators; hit rate 0.079% among 360,000; AID 720711, 2013; note: potency is the fitted concentration of half-maximal effect; nearly all actives have a fitted effect of over 50% in size
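In this primary screen, activation is scored as increased exchange of BODIPY-GDP from Rap1B by 100 nM EPAC2, with 50 uM GDP as competitor. Signal is normalized to the 6.5 mM cAMP agonist control.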
CCT chaperon mod = High-Throughput Screening for Modulators of Cytosolic Chaperonin Activity; activity change, % (test concentration not listed), hits read low; AID 651819, 2012; hit rate 0.3% among 360,000; purified chaperonin ATPase assay, HTRF ADP detection, 30 min; in the data active = activity change below about -30%; note: % is set by controls: 0 for no effect and ±100 for the full control effect
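ATPase activity: ADP formed was measured by HTRF Transcreener (665/615 nm ratio) after 30 min at 37 deg C with 10 uM ATP. Compounds screened at one 76 uM concentration against 40 or 20 nM TRiC in Tris pH 7.4/KCl/MgCl2/DTT buffer.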
A549 tox = Nrf2 qHTS screen for inhibitors: counterscreen for cytotoxicity. A549 ARE-Fluc cells, CellTiter-Fluor viability, 18-24 h. Potency, µM (series often up to 46 µM), for the others: top-dose activity change, negative = cytotoxicity, hits mostly inhibitors. hit rate 0.16% among 390,000. AID 504648, 2011; note: potency is the fitted concentration of half-maximal effect; % is set by controls: 0 for no effect and ±100 for the full control effect
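A549 ARE_Fluc cells in 5% FBS OPTI-MEM were exposed to compounds in concentration-response for 18-24 h at 37 deg C. Viability was read by CellTiter-Fluor fluorescence (Ex 405/Em 525) after 30 min, before the luciferase read.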
* hit, by the source's call; i = inactive; u = inconclusive; x = no result given; & = joins results of further samples; [ ] = dose if it differs, or a comment. Unless noted, calls come from the whole dose curve; as a rule, active = well fitted curve in the direction sought with a large enough effect; inconclusive = small, poorly fitted or top-dose-only effect, or another doubt; inactive = no such curve, though single readings can be large; an effect the other way counts as inactive or inconclusive.

smiles	MmCpn inh	Nrf2 block	Akt phos inh	EPAC2 antagonist	Nrf2 activator	TGFb inhibitor	EPAC2 agonist	CCT chaperon mod	A549 tox
CCOC(=O)c1ccccc1NC1c2ccccc2C(=O)N1C1CCN(C(=O)OCC)CC1 (stereo not given)	-1%	16µM*	i	-18%	3.7%	u	23%	-1.6	3%
Nc1nc(Sc2ccc([N+](=O)[O-])cc2[N+](=O)[O-])n[nH]1	-1%	1%	i	3%	u	-6%	8%	-0.4	-3%
CCc1cccc(NC(=O)COC(=O)c2cc([N+](=O)[O-])ccc2N2CCOCC2)c1	-1%	-15%	i	19%	1.9%	13%	2%	-1.4	2%
COc1ccc(OC)c(C2=NOC(C(=O)Nc3cccnc3)C2)c1 (stereo not given)	2%	-17%	i	4%	-0.3%	-8%	5%	-3.4	-5%
O=C1c2ccccc2C(=O)N1CCc1c(-c2ccccc2)[nH]c2ccccc12	x	-27%	i	5%	6.2%	u	4%	0.1	-4%
Cc1ccc(S(=O)(=O)N(C)C[C@H]2OCCCC[C@@H](C)Oc3ccc(N(C)C)cc3C(=O)N([C@H](C)CO)C[C@@H]2C)cc1	x	x	i	3%	3.5%	1%	6%	1.1	x
Fc1ccccc1C1CC(c2ccco2)=Nc2ccccc2S1 (stereo not given)	-5%	7%	i	u	u	18µM*	19%	-0.8	12%
CCC(C)N(C(=O)COC(=O)c1cc([N+](=O)[O-])ccc1N1CCOCC1)C1CCS(=O)(=O)C1 (stereo not given)	-2%	8%	i	0%	3.0%	1%	1%	2.4	-10%
CN(Cc1ccccc1)S(=O)(=O)c1ccc(NC(=S)NC(=O)C(C)(C)C)cc1	-1%	-12%	i	11%	0.3%	-20%	23%	2.7	4%
CCc1ccc(OCC(=O)N(Cc2ccc(C)cc2)Cc2ccco2)cc1	x	-14%	x	x	8.7%	u	x	x	0%
C[C@H](CO)N1C[C@H](C)[C@@H](CN(C)Cc2ccc(C(=O)O)cc2)Oc2c(NC(=O)C3CC3)cccc2C1=O	2%	5%	i	u	-1.3%	-5%	-2%	-1.8	-7%
O=C(COc1ccc2c3c(c(=O)oc2c1)CCCC3)NCCN1CCOCC1	0%	-1%	i	1%	-0.2%	3%	3%	0.7	-1%
Cc1ccc(-n2cc(-c3ccccc3)c3c(=O)[nH]cnc32)cc1	-19%	-5%	i	-7%	1.8%	-2%	3%	-3.0	10%
Oc1c(C=Nc2ccccc2)sc(=S)n1Cc1ccccc1	-1%	u	i	-14%	6.8%	-4%	23%	-1.1	-19%
O=S(=O)(c1c(F)cccc1F)N1CCN(Cc2c(O)ccc3ccccc23)CC1	-3%	-2%	i	6%	u	-9%	2%	1.1	2%
COc1ccc(S(=O)(=O)N2CCN(Cc3ccc4c(c3)OCO4)CC2)c2ccccc12	-1%	-2%	i	-8%	-0.3%	1%	12%	0.5	11%
COCCNC(=S)Nc1cc(OC)c(NC(=O)c2ccco2)cc1OC	-2%	-6%	i	7%	5.4%	12%	-2%	0.0	-7%
CCCCNC(=O)c1cccc(S(=O)(=O)N2CC3(C)CC2CC(C)(C)C3)c1 (stereo not given)	0%	-3%	i	-4%	-1.2%	u	-3%	1.7	-2%
N#Cc1ccc(C(=O)NC23CC4CC(CC(C4)C2)C3)cc1	0%	1%	i	0%	0.0%	-15%	9%	-1.3	-5%
Nc1nnnn1/N=C/c1cccc(Br)c1	0%	-2%	i	4%	11%	-15%	6%	0.5	3%
O=S(=O)(Nc1cccc2nsnc12)c1ccccc1	0%	-8%	i	-6%	0.3%	-1%	5%	-0.8	2%
COc1ccc(-c2sc3ccc(OC)cc3c2C#Cc2cncn2C)cc1	-7%	u	i	-19%	5.4%	u	-5%	1.1	-2%
Cn1c(C(=O)NCc2ccccn2)cc2c(=O)n(C)c3ccccc3c21	-2%	u	i	5%	1.1%	0%	6%	0.2	-11%
COCCNc1nc(C)cc(-c2cc(-c3ccc(Cl)cc3)on2)n1	0%	15%	i	11%	0.3%	2%	7%	0.4	1%
O=C(CCl)N1N=C(c2ccco2)CC1c1ccco1 (stereo not given)	-1%	17%	i	-2%	16µM*	11µM*	2%	0.4	1%
COc1ccc2c(-c3cc4ccc(OCc5ccc(F)cc5)cc4oc3=O)cc(=O)oc2c1	0%	u	i	9%	-0.6%	7%	-1%	0.3	0%
CCC(C)NC(=O)CCC(=O)N1Cc2ccccc2Oc2ncccc21 (stereo not given)	x	u	x	x	-0.7%	1%	x	x	7%
COC(=O)c1nnn(-c2nc(N(C)C)nc(N(C)C)n2)c1C	-5%	1%	i	4%	1.8%	14%	3%	-0.8	1%
CC(C)N1CCNCC1	-2%	11%	i	8%	-0.4%	1%	6%	0.0	13%
CC(C)NC(=O)NC(=O)CSc1nnc(-c2c[nH]c3ccccc23)o1	0%	-20%	i	4%	0.3%	3%	3%	-0.5	-4%

Entries listed so far shown as hits in Nrf2 activator:
structure	MmCpn inh	Akt phos inh	EPAC2 antagonist	Nrf2 activator	TGFb inhibitor	CCT chaperon mod
O=C(CCl)N1N=C(c2ccco2)CC1c1ccco1 (stereo not given)	-1%	i	-2%	16µM*	11µM*	0.4

The list continues:
smiles	MmCpn inh	Nrf2 block	Akt phos inh	EPAC2 antagonist	Nrf2 activator	TGFb inhibitor	EPAC2 agonist	CCT chaperon mod	A549 tox
O=C(Cc1ccccc1)NCc1ccc(F)cc1	1%	9%	i	3%	0.5%	2%	6%	-5.6	9%
O=C(c1ccc(C(F)(F)F)cc1)C1CCCN(C(=O)c2cnccn2)C1 (stereo not given)	0%	5%	i	-3%	-0.3%	1%	-2%	-0.9	-4%
CCCCCCCn1ccc(=N)cc1	0%	2.9µM*	i	6%	0.1%	u	0%	-1.3	-19%
CCC(C)(C)n1nnnc1C(c1cc2cccc(C)c2[nH]c1=O)N1CCN(C(=O)c2ccco2)CC1 (stereo not given)	2%	x	i	5%	-0.1%	20%	9%	-0.3	-9%
CC1(C)CC(=O)C(C=NCC2CCN(C(=S)Nc3ccccc3)CC2)=C(O)C1	0%	11%	i	0%	-0.3%	-6%	-5%	-0.6	-2%
Cc1cc(Br)ccc1NC(=O)CN(C)C(=O)C1CCN(C(=O)c2ccc(Cl)cc2)CC1	x	-1%	i	3%	4.0%	-19%	3%	-15	8%
CCOc1ccc(S(=O)(=O)N(C(=O)c2ccco2)c2cc3sc(=O)oc3c3ccccc23)cc1	-10%	9%	i	7%	10%	u	0%	-0.6	8%
NNC(=O)c1cc2sccc2s1	1%	u	i	-27%	2.7%	-34%	4%	1.2	-1%
COc1ccccc1NC(=O)C(C)OC(=O)c1cccc(-n2cnnn2)c1 (stereo not given)	-1%	-1%	i	3%	0.7%	-3%	11%	-0.6	7%
COc1cc([C@@H]2[C@H]3CN(C)CC=C3C(C#N)=C(N)C2(C#N)C#N)cc2c1OCO2	-2%	-8%&17%	i	-51%&-7%	0.5%&-0.7%	49%&15%[activator]	19%&0%	1.1&0.5	-4%&-10%
Cc1onc(-c2c(F)cccc2Cl)c1C(=O)O/N=C(\N)c1ccc([N+](=O)[O-])o1	-8%	8%	i	2%	u	u	12%	1.1	-18%
Cc1ccc(C)c(CNC(=O)c2cnc3sc(N4CCCC4)nn3c2=O)c1	x	-3%	x	x	-0.8%	u	x	x	3%
COc1ccc(Oc2cn[nH]c2-c2ccc(OCC(=O)NN)cc2O)cc1	-3%	7%	i	2%	-0.1%	-10%	8%	0.4	0%
CCN(C[C@H]1N[C@@](C)(C(=O)OC)[C@H]2C(=O)N(C)C(=O)[C@@H]12)S(=O)(=O)c1ccc(OC(F)(F)F)cc1	-2%	-5%	i	-11%	-0.8%	u	0%	-2.7	0%
CCN(CC)c1ccc(/C=N/NC(=O)CNC(=O)/C=C/c2ccco2)cc1	-6%	u	i	-8%	18%	-5%	7%	0.8	1%
O=c1[nH]c(-c2ccco2)nc2sc3c(c12)CCCC3	-4%	u	i	10%	u	8%	0%	-1.3	-1%
O=C(C1CC1)N(CCc1ccccc1)Cc1nc2ccccc2c(=O)[nH]1	0%	u	i	8%	-0.3%	3%	-7%	-1.4	-3%
CCC(=O)Nc1cccc(-c2nnc(SCC(=O)NCc3ccco3)n2C)c1	-2%	2%	i	14%	0.3%	-1%	-4%	-0.4	6%
O=C(NCCS(=O)(=O)N1CCCCC1)c1ccc2c(c1)OCO2	0%	5%	i	-6%	2.1%	-14%	2%	-0.2	-2%

Some of the compounds tested, so the mix of outcomes need not match the whole.
